Source: PubChem BioAssay (National Center for Advancing Translational Sciences (NCATS))
p53ts 32C tox: qHTS Screen for Compounds that Selectively Target Cancer Cells with p53 Mutations: Cytotoxicity of p53ts Cells at the Permissive Temperature. Potency, µM (top dose mostly 46.1 µM), inactives show at the top dose activity change, negative = cytotoxicity, most hits filed as cytotoxic. AID 924, 2007. H1299-p53A138V at 32C, ATP luminescence viability, 24 h. 130,000 tested, 0.93% active;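 note: 0% = DMSO and -100% = full killing by reference compound; nearly all actives have a fitted effect of over 55% in size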
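H1299-p53 A138V cells (temperature-sensitive p53) exposed 24 h to up to 46 uM compound at 32C, where p53 is wild-type in conformation. Viability read as ATP luminescence and normalised to DMSO and 100 uM tamoxifen. AC50 fitted with the Hill equation.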
p53ts 39C tox: qHTS Screen for Compounds that Selectively Target Cancer Cells with p53 Mutations: Cytotoxicity of p53ts Cells at the Nonpermissive Temperature | 130,000 tested, 1.5% active | AID 902, 2007 | Potency, µM (top dose mostly 46.1 µM), without a hit: at the top dose activity change, negative = cell killing, usual class: cytotoxic | H1299-p53A138V viability at 39C, ATP luminescence, 24 h; note: nearly all actives have a fitted effect of over 55% in size
IkB sig inh: IkB Signaling; ABC-DLBCL IkBa-CBG/CBR dual luciferase ratio, 4 h; response scale: scaled: untreated 0%, proteasome inhibitor 100%; 110,000 tested, 0.04% active; Potency, µM (series often up to 57.1 µM), for the others: at the highest dose IkBa stabilization activation; AID 445, 2006; active = well fitted curve in the direction sought with a large enough effect in the signal ratio, not every such curve was filed as active; inconclusive = small, poorly fitted or top-dose-only effect, or a change in a side signal; the % refers to the signal ratio;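 note: the direction sought is a rising ratio; 0% = basal untreated cells and 100% = reference inhibitor full response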
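In this assay, an IκBα–CBG68 fusion accumulates when IKK-driven degradation is blocked; native CBR normalizes for cell number. OCI-Ly3 cells were treated 4 h with compound and doxycycline, then green and red light read after Chroma-Glo addition.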
Peg3 imprint: qHTS Assay for Compounds that Induce Erasure of Genomic Imprints; 110,000 tested, 0.02% active; mouse ES Peg3-LacZ reporter, beta-gal luminescence, 40 h; Potency, µM (top dose mostly 60.7 µM), inactives show at the highest dose activity change, positive = activation, hits mostly activators;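 note: 0% = negative control wells on the plate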
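Gelatin-coated wells received 300 freshly trypsinized female ES cells with a Peg3LacZ-Neo reporter on the maternal allele, then incubated 40 hours at 37C. BetaGlo was added for 5 minutes at room temperature before a single luminescence read.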
* marks the source's active call; other numbers are inactive results; [ ] = another dose, or the depositor's remark. Unless noted, calls come from the whole dose curve; as a rule, active = well fitted curve in the direction sought with a large enough effect; inconclusive = small, poorly fitted or top-dose-only effect, or another doubt; inactive = no such curve, though single readings can be large; an effect the other way counts as inactive or inconclusive. Unless noted, % is set by controls: 0 for no effect and ±100 for the full control effect; potency is the fitted concentration of half-maximal effect.

For COc1ccc(NC(=O)C2CCN(C(=O)NCc3ccccc3)CC2)cc1 the results were p53ts 32C tox 9%, p53ts 39C tox -4%, IkB sig inh -0.2% and Peg3 imprint 1%.
Screening Cc1ccc(S(=O)(=O)Nc2nc(C)cc(N/N=C/c3ccc(O)cc3)n2)cc1 returned p53ts 32C tox 18% and p53ts 39C tox -4%.
For CCc1ccc(NC(=O)Cn2ncc3c(C)n(Cc4cccc(Cl)c4)c(C)c3c2=O)cc1 the results were p53ts 32C tox -4%, p53ts 39C tox -5%, IkB sig inh -0.1% and Peg3 imprint -3%[10.9 µM].
COC(=O)c1cnn2c(C)c(Cc3c(C)cc(C)cc3C)c(C)nc12 was read as p53ts 32C tox -2%, p53ts 39C tox 18%, IkB sig inh inconclusive and Peg3 imprint -17%[10.9 µM].
`Cc1cc(-c2ccccc2)nc2cc(C(=O)Nc3ccc(Cl)c(Cl)c3)nn12` gave p53ts 32C tox -27%, p53ts 39C tox inconclusive, IkB sig inh inconclusive and Peg3 imprint -18%[10.9 µM].
`CCCNC(=O)CS(=O)(=O)Cc1nc(-c2ccccc2C)oc1C` gave p53ts 32C tox -7%, p53ts 39C tox -5%, IkB sig inh -1.5% and Peg3 imprint -21%.
CCCCCC(=O)c1cc(CC(C(=O)OC)C(=O)OC)cc2cc(OC)c(OC)cc12 was read as p53ts 32C tox -3%[9.22 µM] and p53ts 39C tox 11%[9.22 µM].
O=c1[nH]c2c(c3c1CCCC3)CCCC2 was read as p53ts 32C tox -6%, p53ts 39C tox 0%, IkB sig inh -2.9% and Peg3 imprint 0%.
Screening O=C(c1csnn1)N1CCC[C@@]2(CCN(C(c3ccccc3)c3ccccc3)C2)C1 returned p53ts 32C tox -14%, p53ts 39C tox -15% and IkB sig inh 5.3%[11.4 µM].
Screening CCc1ccc(CNCc2c(C(=O)O)c(C)n(Cc3c(F)cccc3Cl)c2C)cc1 returned p53ts 32C tox -1%, p53ts 39C tox 4%, IkB sig inh inconclusive and Peg3 imprint 3%[10.9 µM].
Screening CCCCCCCCCCCC(CC1OC(=O)C1CCCCCC)OC(=O)C(CC(C)C)NC=O (configuration not stated) returned p53ts 32C tox -19%, p53ts 39C tox 13% and Peg3 imprint -5%.
`CCS(=O)(=O)CCSc1nc(C)cc(C)c1C#N` gave p53ts 32C tox 12%, p53ts 39C tox 1%, IkB sig inh -3.4% and Peg3 imprint -9%.

An excerpt from above in order of molecular weight, lowest first.
`CCS(=O)(=O)CCSc1nc(C)cc(C)c1C#N` gave p53ts 32C tox 12%, p53ts 39C tox 1%, IkB sig inh -3.4% and Peg3 imprint -9%.
`CCCNC(=O)CS(=O)(=O)Cc1nc(-c2ccccc2C)oc1C` gave p53ts 32C tox -7%, p53ts 39C tox -5%, IkB sig inh -1.5% and Peg3 imprint -21%.
`Cc1cc(-c2ccccc2)nc2cc(C(=O)Nc3ccc(Cl)c(Cl)c3)nn12` gave p53ts 32C tox -27%, p53ts 39C tox inconclusive, IkB sig inh inconclusive and Peg3 imprint -18%[10.9 µM].
For CCc1ccc(NC(=O)Cn2ncc3c(C)n(Cc4cccc(Cl)c4)c(C)c3c2=O)cc1 the results were p53ts 32C tox -4%, p53ts 39C tox -5%, IkB sig inh -0.1% and Peg3 imprint -3%[10.9 µM].
Screening CCCCCCCCCCCC(CC1OC(=O)C1CCCCCC)OC(=O)C(CC(C)C)NC=O (configuration not stated) returned p53ts 32C tox -19%, p53ts 39C tox 13% and Peg3 imprint -5%.

Next part:
`CCc1ccc(NC(=O)CSC2=Nc3ccccc3C3=NC(CCC(=O)NCc4ccco4)C(=O)N23)cc1` (configuration not stated) gave p53ts 32C tox 10%, p53ts 39C tox -23%, IkB sig inh 0.9% and Peg3 imprint -5%[10.9 µM].
O=C(COC(=O)c1ccc(S(=O)(=O)N2CCCC2)cc1)NCc1ccccc1 was read as p53ts 32C tox 2%, p53ts 39C tox -8%, IkB sig inh -0.4% and Peg3 imprint -2%.
Screening CCOC(=O)c1cc(C#N)c(SCC(=O)c2cc(C#N)c(SC)nc2C)nc1C returned p53ts 32C tox 10%, p53ts 39C tox -7%, IkB sig inh 1.3% and Peg3 imprint -7%.
For CC1=C(C(=O)OC(C)C)C(c2c[nH]c3ccccc23)n2ncnc2N1 (configuration not stated) the results were p53ts 32C tox 9%, p53ts 39C tox 15%, IkB sig inh 1.4% and Peg3 imprint -6%.
Screening C#CCOC(=O)/C(=C/c1ccc(F)cc1)NC(C)=O returned p53ts 32C tox 25% and p53ts 39C tox -8%.
For Nc1cccc(C(F)(F)F)c1 the results were p53ts 32C tox -7%[1.84 µM], p53ts 39C tox -9%, IkB sig inh 0.8% and Peg3 imprint 2%.
`CC(=O)Nc1c(O)n(C)c2ccccc12` gave p53ts 32C tox -15%, p53ts 39C tox -7%, IkB sig inh -0.5% and Peg3 imprint -11%.
`CC(=O)N1CCN(C2=NC(=O)C(=C3CCCCC3)S2)CC1` gave p53ts 32C tox -14% and p53ts 39C tox -3%.
For CSc1ccc(C(=O)Nc2ccc(-c3nc4ccccc4s3)c(O)c2)cc1 the results were p53ts 32C tox -2%, p53ts 39C tox -20%, IkB sig inh 2.6% and Peg3 imprint inconclusive.
CC(C)c1nnc(NC(=O)C2CCN(c3nc4ccccc4s3)CC2)s1 was read as p53ts 32C tox -9%, p53ts 39C tox -4%, IkB sig inh 2.4% and Peg3 imprint 5%.
`CC1(C)OC2C(CO)OC(n3cnc4c(=O)[nH]cnc43)C2O1` (configuration not stated) gave p53ts 32C tox 2%, p53ts 39C tox 10% and Peg3 imprint -7%.
`CCOC(=O)[C@H](CCc1ccccc1)N[C@@H](C)C(=O)N1CCC[C@H]1C(=O)O` gave p53ts 32C tox 0%[20.6 µM], p53ts 39C tox -1%[20.6 µM], IkB sig inh -0.9%[25.6 µM] and Peg3 imprint -3%.
Screening Cc1onc(-c2c(Cl)cccc2Cl)c1C(=O)Nc1ccc2c(c1)OCO2 returned p53ts 32C tox 8%, p53ts 39C tox -13%, IkB sig inh -2.3% and Peg3 imprint -10%.
For c1ccc(NCc2nnc3n2CCCCC3)cc1 the results were p53ts 32C tox 6%, p53ts 39C tox -2%, IkB sig inh 0.5% and Peg3 imprint -4%.
`O=C(C1CCN(S(=O)(=O)c2cccc3nsnc23)CC1)N1CCN(c2ccccc2F)CC1` gave p53ts 32C tox 3%, p53ts 39C tox -7%, IkB sig inh 0.7% and Peg3 imprint -18%.
Screening O=C1CCCC(O)=C1C1C2=C(CCCC2=O)Oc2ccccc21 (configuration not stated) returned p53ts 32C tox 4%, p53ts 39C tox -4%, IkB sig inh 11% and Peg3 imprint -7%.
`O=C(NCCc1ccccc1Cl)c1cc2ccccn2n1` gave p53ts 32C tox inconclusive, p53ts 39C tox inconclusive, IkB sig inh inconclusive and Peg3 imprint -1%[10.9 µM].
Screening Cc1ccc2oc(-c3ccc(C)c(NC(=O)/C=C/c4ccco4)c3)nc2c1 returned p53ts 32C tox -20%, p53ts 39C tox -15%, IkB sig inh inconclusive and Peg3 imprint 4%[10.9 µM].
For CC1CCN(C(=O)Cn2cc(SCc3ccccc3)c3ccccc32)CC1 the results were p53ts 32C tox -7%, p53ts 39C tox -23%, IkB sig inh inconclusive and Peg3 imprint -21%[10.9 µM].
CC(C)Cn1c(=O)c2ccccc2n2c(CCC(=O)Nc3cccc(Cl)c3)nnc12 was read as p53ts 32C tox inconclusive, p53ts 39C tox inconclusive, IkB sig inh inconclusive and Peg3 imprint -8%[10.9 µM].
For Cc1ccc(S(=O)(=O)N2CCN(Cc3cccc(C)c3O)CC2)cc1 the results were p53ts 32C tox -4%, p53ts 39C tox 6%, IkB sig inh 2.0% and Peg3 imprint -10%.
`O=C(Nc1cccc(Oc2ccc3c(c2)C(=O)NC3=O)c1)c1ccco1` gave p53ts 32C tox 5%, p53ts 39C tox -6%, IkB sig inh inconclusive and Peg3 imprint -16%.
Screening Cc1ccc(S(=O)(=O)NC(C)C(c2cccs2)N2CCN(C)CC2)cc1 (configuration not stated) returned p53ts 32C tox -5%, p53ts 39C tox -6%, IkB sig inh -0.5% and Peg3 imprint -15%.
For c1ccc2c(NC3CC3)nc(-c3ccoc3)nc2c1 the results were p53ts 32C tox 13%, p53ts 39C tox -2%, IkB sig inh 1.3%[11.4 µM] and Peg3 imprint -12%.

Grouped by structure: the compounds so far containing a cyano group (2)
`CCS(=O)(=O)CCSc1nc(C)cc(C)c1C#N` gave p53ts 32C tox 12%, p53ts 39C tox 1%, IkB sig inh -3.4% and Peg3 imprint -9%.
Screening CCOC(=O)c1cc(C#N)c(SCC(=O)c2cc(C#N)c(SC)nc2C)nc1C returned p53ts 32C tox 10%, p53ts 39C tox -7%, IkB sig inh 1.3% and Peg3 imprint -7%.

(more compounds)
O=C(Nc1cnc(N2CCC(N3CCCCC3)CC2)c(C(=O)O)c1)c1ccc(Br)cc1 was read as p53ts 32C tox 7%, p53ts 39C tox 2%, IkB sig inh -2.6% and Peg3 imprint -3%[10.9 µM].
For CN(Cc1ccco1)S(=O)(=O)c1nnc(NC(=O)c2ccccc2Cl)s1 the results were p53ts 32C tox -5%, p53ts 39C tox inconclusive, IkB sig inh 0.3% and Peg3 imprint -12%[10.9 µM].
Screening Cc1ccc(NC(=O)C2CCCN(S(=O)(=O)c3ccc4c(c3)oc(=O)n4C)C2)nc1 (configuration not stated) returned p53ts 32C tox 0%, p53ts 39C tox 4%, IkB sig inh 1.4% and Peg3 imprint -11%.
`Cc1csc2nc(-c3cccc(NC(=O)C(C)C)c3)cn12` gave p53ts 32C tox -8%, p53ts 39C tox inconclusive, IkB sig inh -0.3% and Peg3 imprint -3%[10.9 µM].
`COc1ccccc1CNC(=O)Cn1ncc2c(=O)oc3ccc(C)cc3c21` gave p53ts 32C tox -2%, p53ts 39C tox 11%, IkB sig inh 1.4% and Peg3 imprint -15%[10.9 µM].
For CCCOc1ccc(CCN2CCC(=O)NC2=O)cc1C the results were p53ts 32C tox 3%, p53ts 39C tox 5%, IkB sig inh 0.8% and Peg3 imprint -24%.
`O=C(Nc1ccc2nc(SCC(=O)N3CCc4ccccc43)sc2c1)c1ccc(Cl)cc1` gave p53ts 32C tox -2%, p53ts 39C tox -17%, IkB sig inh inconclusive and Peg3 imprint -12%[10.9 µM].
Screening COc1ccccc1NC(=O)C1=C(C)Nc2c(C(=O)Nc3ccc(C)cc3)cnn2C1c1cccc(OC)c1OC (configuration not stated) returned p53ts 32C tox 9%, p53ts 39C tox 6%, IkB sig inh 1.3% and Peg3 imprint 7%[10.9 µM].
